Assay outcomes from PubChem.
PTAP TSG101 blk = qHTS Assay for Iinhibitors of HIV-1 Budding by Blocking the Interaction of PTAP/TSG101. Tumor susceptibility gene 101 protein (Homo sapiens), Q99816. Potency, µM (highest dose often 115 µM), inactives show at the top dose activity change, negative = inhibition, actives largely listed as inhibitors. Fluorescence polarization, FITC-PTAP peptide / Tsg101 binding. AID 493005, 2010. 340,000 tested, under 10 active; active = well fitted inhibition curve with a large enough effect in the main read-out, with a control signal flat, not every such curve was filed as active; inconclusive = small, poorly fitted or top-dose-only effect, or effect the other way, or a change in a side signal; inactive = no such curve, though single readings can be large or run the other way; also: potency is read from the fitted curve at half-maximal effect; % of control where 0% means no effect
Target sequence (Q99816 whole entry, looked up): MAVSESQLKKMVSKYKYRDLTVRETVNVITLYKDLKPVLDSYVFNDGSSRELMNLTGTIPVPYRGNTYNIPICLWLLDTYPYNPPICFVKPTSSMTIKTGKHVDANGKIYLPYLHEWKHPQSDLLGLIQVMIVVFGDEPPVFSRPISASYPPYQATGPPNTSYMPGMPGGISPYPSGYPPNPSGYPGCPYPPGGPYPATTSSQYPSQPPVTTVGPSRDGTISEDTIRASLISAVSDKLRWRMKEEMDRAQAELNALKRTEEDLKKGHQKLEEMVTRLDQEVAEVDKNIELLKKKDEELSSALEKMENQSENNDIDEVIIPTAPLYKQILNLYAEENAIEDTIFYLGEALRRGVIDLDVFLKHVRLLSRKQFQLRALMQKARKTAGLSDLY
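Fluorescence anisotropy tracks displacement of a FITC-tagged PTAP peptide (50 nM) from the Tsg101 binding domain (10 uM), following a 20 min room-temperature incubation at pH 7.5.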
BRCA1 expr up = qHTS Assay to Identify Small Molecule Activators of BRCA1 Expression; AID 624202, 2012; hit rate 1.1% among 380,000; MCF7-BRCA1-FFLuc reporter, luminescence, 48 h; response scale: scaled: vehicle 0%, 10 µM genistein 100%; Potency, µM (titrated, usually from 46.1 µM), inactives show at the highest dose activation, hits mostly activators; also: potency is read from the fitted curve at half-maximal effect; nearly all actives have a fitted effect of over 80% in size; some results filed as inactive show a strong effect at the top dose
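MCF7-BRCA1-FFLuc cells, 2000/well in phenol-red-free MEM, attached 2 h then treated 48 h at 37 C. Luciferase luminescence read 15 min after reagent; normalized to genistein maximum activation (10microM) and DMSO, concentration-response fitted.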
p53 reactivation = qHTS assay for re-activators of p53 using a Luc reporter | H1299 p53-A138V BP100-luciferase reporter, luminescence, 24 h | Potency, µM (top dose mostly 92.2 µM), for inactives: at the highest dose activity change, positive = activation, actives largely listed as activators | hit rate 0.063% among 320,000; also: potency is read from the fitted curve at half-maximal effect; % of control where 0% means no effect; nearly all actives have a fitted effect of over 45% in size
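H1299 (p53-null), stable ts p53-A138V + BP100-Luc; 1000 cells/well, Opti-MEM/10% FBS; cpd 4 pt, 1:5; 24 h, 37 deg C, 5% CO2; detection reagent 10 min RT; luminescence.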
ELG1 genotoxic = qHTS screen for small molecules that induce genotoxicity in human embryonic kidney (HEK293T) cells expressing luciferase-tagged ELG1; HEK293T ELG1-luciferase reporter, luminescence, 16 h; Potency, µM (titrated, usually from 46 µM), without a hit: at the top dose activity change, positive = activation, hits mostly activators; hit rate 1.3% among 330,000; also: potency is read from the fitted curve at half-maximal effect; % of control where 0% means no effect; nearly all actives have a fitted effect of over 60% in size
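Genotoxicity was scored as increased ELG1-luciferase reporter signal, measured by ONE-Glo luminescence (30 min, room temperature). Compound or vehicle exposure of the HEK293T reporter cells lasted 16 hr at 37°C.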
B2AR arrestin = qHTS assay of beta-arrestin-biased ligands of beta2-adrenergic receptor | Potency, µM (titrated, usually from 46.1 µM), for the others: at the highest dose activation, most hits filed as activators | beta-arrestin recruitment to beta2AR, cell-based reporter | hit rate 0.02% among 330,000 | Beta-2 adrenergic receptor (Homo sapiens), P07550;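 also: potency is read from the fitted curve at half-maximal effect; 0% = DMSO controls and full agonism = EC100 isoproterenol or metaproterenol; nearly all actives have a fitted effect of over 65% in size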
Target sequence (P07550 whole entry, looked up): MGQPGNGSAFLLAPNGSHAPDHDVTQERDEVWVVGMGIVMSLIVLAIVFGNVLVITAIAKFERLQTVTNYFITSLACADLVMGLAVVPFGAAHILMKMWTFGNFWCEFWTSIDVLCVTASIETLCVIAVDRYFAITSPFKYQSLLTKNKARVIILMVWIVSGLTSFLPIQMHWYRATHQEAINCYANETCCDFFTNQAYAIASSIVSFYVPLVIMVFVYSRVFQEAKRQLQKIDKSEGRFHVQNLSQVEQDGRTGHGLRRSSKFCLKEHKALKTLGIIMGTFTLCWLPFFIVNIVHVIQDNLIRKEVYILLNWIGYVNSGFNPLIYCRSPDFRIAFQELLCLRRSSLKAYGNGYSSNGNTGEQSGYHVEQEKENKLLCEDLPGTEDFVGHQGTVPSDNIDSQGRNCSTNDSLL
a7 integrin act = qHTS for Activators of Integrin-Mediated Alleviation for Muscular Dystrophy | alpha7betagal myoblasts, beta-gal FDG fluorescence, 48 h | Potency, µM (highest dose often 38.3 µM), for inactives: at the highest dose activation, most hits filed as activators | AID 624291, 2012 | hit rate 0.064% among 350,000;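 also: potency is read from the fitted curve at half-maximal effect; 100% = response of the positive control SU9516; nearly all actives have a fitted effect of over 60% in size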
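Alpha7betagal+/- myoblasts (passage 13) were plated 16-24 hr, then exposed to compounds (1:260 dilution of DMSO stock) for 48 hours at 37C. After MPER lysis, β-galactosidase reporter activity was read as FDG fluorescence (ex 480/em 540) after 30 minutes.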
Eya2 inh = qHTS Assay for Inhibitors of the Phosphatase Activity of Eya2 | Protein phosphatase EYA2 (Homo sapiens), O00167 | recombinant Eya2, OMFP fluorescence dephosphorylation (OMFP is methylfluorescein phosphate) | Potency, µM (doses to about 76.9 µM), for inactives: at the highest dose activity, negative = inhibition, usual class: inhibitors | hit rate 0.006% among 330,000; also: potency is read from the fitted curve at half-maximal effect; % is scaled to controls: 0 for no effect and ±100 for the full control effect
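Eya2 (0.2 uM) preincubated 10 min at ambient with compound, then OMFP substrate added at 50 uM; 10 min reaction in 50 mM HEPES pH 7.5, 50 mM NaCl, 5 uM MgCl2, 0.05% BSA, 1 mM DTT. Fluorescence read at Ex 485/Em 525 nm.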
uPA surface inh = qHTS for Inhibitors of Cell Surface uPA Generation; cell surface uPA generation assay, qHTS; Potency, µM (series often up to 38.3 µM), for inactives: top-dose activity change, negative = inhibition, hits mostly inhibitors; hit rate 0.31% among 330,000; AID 540303, 2011; active = well fitted inhibition curve with a large enough effect; inconclusive = small, poorly fitted or top-dose-only effect; inactive = no such curve, though single readings can be large or run the other way; tested in mouse RAW 264.7 cells; also: potency is read from the fitted curve at half-maximal effect; % is scaled to controls: 0 for no effect and ±100 for the full control effect; nearly all actives have a fitted effect of over 55% in size
S-ASM inh = Inhibitors of Secretory Acid Sphingomyelinase (S-ASM): qHTS | hit rate 0.006% among 340,000 | Sphingomyelin phosphodiesterase (Homo sapiens), P17405 | Potency, µM (top dose mostly 57.5 µM), inactives show top-dose activity change, negative = inhibition, actives largely listed as inhibitors | placental ASM, HMU-PC fluorogenic substrate, 60 min; also: potency is read from the fitted curve at half-maximal effect
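HMU-PC0 cleavage (9 uM final) by human placental ASM, 60 min at 37 °C following 10 min compound exposure at RT; stopped at pH 10, fluorescence Ex 386/Em 447 nm.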
TRPV1 ag = HTS Assay for Compounds that Act as Agonists of the Vanilloid Receptor 1 | TRPV1-expressing cells, Fluo-8 calcium influx, agonist mode | activation, % at 8.33 µM | Transient receptor potential cation channel subfamily V member 1 (Homo sapiens), Q8NER1 | AID 540275, 2011 | hit rate 0.19% among 320,000; in the data active = activation above about 80%; inconclusive = between about 30% and that limit; also: 0% is about no effect
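Cells expressing TRPV1 were dye-loaded with Fluo-8 and read kinetically: 10 s baseline, 3 min after compound (agonist portion), then 2 min after EC20 capsaicin (allosteric enhancer portion). Calcium-bound dye fluorescence at 480/520 nm.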
USP2a block = qHTS Assay for Inhibitors of Ubiquitin-specific Protease USP2a Using CHOP2 as the Reporter. Ubiquitin carboxyl-terminal hydrolase 2 (Homo sapiens), O75604. Potency, µM (titrated, usually from 38.3 µM), for inactives: top-dose activity change, negative = inhibition, most hits filed as inhibitors. hit rate 0.01% among 330,000. USP2 core, Ub-CHOP2 coupled fluorogenic reporter, 485/531;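 also: potency is read from the fitted curve at half-maximal effect; plate controls were DMSO wells for no effect and full inhibition by NEM control for full effect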
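USP2 core (10nM final) preincubated 30min RT with compound in 20mM Tris-HCl pH 8.0, 2mM CaCl2, 2mM beta-mercaptoethanol, 0.05% CHAPS; 25nM Ub-CHOP2 plus 25nM reporter substrate added, fluorescence (Ex485/Em531) read after 60min.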
Active calls of the source: *; u = inconclusive; x = not tested or not shown; [ ] = another dose, or the depositor's remark. Unless noted, calls follow the shape of the dose curve; as a rule, active = well fitted curve in the direction sought with a large enough effect; inconclusive = small, poorly fitted or top-dose-only effect, or another doubt; inactive = no such curve, though single readings can be large; an effect the other way counts as inactive or inconclusive.

SMILES	PTAP TSG101 blk	BRCA1 expr up	p53 reactivation	ELG1 genotoxic	B2AR arrestin	a7 integrin act	Eya2 inh	uPA surface inh	S-ASM inh	TRPV1 ag	USP2a block
Cc1ccc(NC(=O)Cn2cc(C(=O)C3CC3)c3ccccc32)cc1	0.7%	11.7%	-3.8%	0.4%	-0.9%	-5.0%	-7.3%	-0.1%	-2.3%	1.2	6.4%
Cn1c(=O)c2c(nc(SCCN3CCCCC3)n2Cc2ccc(Cl)cc2)n(C)c1=O	-5.4%	-12.3%	3.0%	0.8%	-0.3%	-26.9%	18.7%	5.8%	-1.5%	-2.2	-0.3%
COc1ccc(N2CCN(C(=O)COCC(=O)O)CC2)cc1	-2.0%	1.6%	-2.0%	0.3%	-0.3%	23.0%	4.2%	0.8%	5.2%	-3.3	0.1%
COc1ccc(CCNC(=O)CCCn2nc(C)n3ccnc3c2=O)cc1OC	-2.0%	-4.2%	x	4.8%	-0.2%	-23.7%	8.4%	-4.8%	2.2%	-2.7	-0.1%
CC1=C(C#N)C(=O)NC(=O)/C1=C\c1ccc(-c2cc(C)c(C)cc2[N+](=O)[O-])o1	-7.6%	-18.3%	4.4%	1.8%	0.1%	-24.0%	2.2%	0.4%	-3.0%	-0.9	-0.7%
O=C(O)c1cc2c(ccc3ccccc32)[nH]1	-9.0%	-31.8%	-4.9%	2.1%	-0.2%	-12.6%	-7.0%	-2.6%	4.9%	-0.9	3.9%
COc1cc(C2C(=O)c3ccccc3C2=O)ccc1O	-0.8%	-13.4%	9.6%	7.7%	-1.0%	-12.7%	-0.7%	u	199.1%[activator]	-5.0	0.5%
O=C(CN1C(=O)CCS(=O)(=O)c2ccccc21)Nc1cccc(Cl)c1	-3.1%	-12.1%	-11.0%	-1.1%	-0.9%	1.7%	-6.1%	0.4%	-1.6%	-1.1	-1.4%
CCOC(=O)c1sc(NC(=S)NC(=O)C2CCCC2)cc1C	-0.8%	92.3%	-3.7%	-0.5%	-1.1%	-27.2%	1.2%	-7.9%	-22.8%	u	2.1%
O=C(CCCC(=O)NNC(=O)Nc1ccccc1)NNC(=O)Nc1ccccc1	0.0%	-14.5%	-1.8%	-3.2%	-0.2%	6.7%	12.8%	-1.6%	-1.9%	-3.4	-1.2%
CC1(C2CC2)NC(=O)N(CC(=O)Nc2ccc(F)cc2F)C1=O (stereo unspecified)	-1.4%	1.5%	0.9%	-1.3%	0.1%	1.1%	-15.0%	-11.7%	2.2%	-0.5	0.0%
Cc1ccc(S(=O)(=O)Cc2csc(N)n2)cc1	-4.0%	8.9%	8.4%	9.8%	-1.1%	-1.0%	23.0%	4.1%	0.9%	2.8	0.2%
COc1ccc(-c2c(C)nn3c(N)c(C#N)cnc23)cc1OC	-5.8%	-49.1%	8.7%	u	0.6%	18.9%	-8.9%	-8.1%	-2.1%	-3.9	1.0%
CC(Sc1nnc(-c2cccs2)n1Cc1ccccc1)C(=O)NCc1ccc2c(c1)OCO2 (stereo unspecified)	-2.8%	-4.9%	-3.1%	-2.9%	0.0%	-3.5%	1.4%	-0.4%	-0.2%	5.3	2.0%
CSc1nc2ccccc2cc1/C=C(\C#N)c1cccc(Cl)c1	-2.6%	-62.8%	-2.2%	4.6%	-0.2%	-22.5%	5.7%	-16.0%	40.8%[activator]	3.2	-0.2%
O=c1[nH]c2ccccc2cc1CN(CC1CCCO1)S(=O)(=O)c1ccccc1 (stereo unspecified)	-0.8%	-5.3%	-0.1%	-5.8%	-0.2%	-7.2%	u	0.3%	1.0%	3.5	1.9%
C=CCn1c(COc2ccc(Cl)cc2)nnc1SCc1ccc(C#N)cc1	-4.8%	-39.6%	-0.4%	-11.1%	-0.7%	11.2µM*	0.0%	-3.1%	-2.1%	u	1.5%
CC1(C)CC(c2nc(-c3ccc([N+](=O)[O-])cc3)cs2)CCO1 (stereo unspecified)	0.1%	-14.4%	2.2%	-6.0%	0.0%	-13.5%	-3.0%	-8.5%	-1.9%	0.1	0.3%
O=C(O)c1cccc(Nc2cc(Cl)c3nonc3c2[N+](=O)[O-])c1	-8.3%	-12.7%	7.3%	0.9%	-0.4%	9.7%	11.0%	8.6%	-0.4%	3.3	0.0%
O=C(NNc1ncnc2c1cnn2-c1ccc(F)cc1)c1ccco1	-3.5%	37.6%	0.0%	10.4%	-0.8%	44.1%	-2.9%	-1.6%	-0.5%	1.7	2.5%
Cc1nn(-c2ccccc2)c2sc(C(=O)NC3CC3)cc12	2.3%	58.8%	1.5%	13.2%	-0.2%	-1.9%[7.66 µM]	-6.2%	-10.7%	-2.6%	-9.5	0.6%
CC(Sc1ccccc1)C(=O)NCC1COc2ccccc2O1 (stereo unspecified)	-0.4%	3.3%	-2.5%	16.7%	-0.2%	17.9%	-11.3%	-3.1%	2.6%	8.9	1.1%
Cc1ccccc1C(=O)N1CCC(C(=O)Nc2ccc(S(=O)(=O)N3CCCCC3)cc2)CC1	-1.1%	-43.7%	-38.4%[inhibitor]	-9.1%	0.5%	-34.7%	4.4%	-6.8%	-0.1%	-10.3	-12.0%
CC(=O)Nc1cccc(NC(=O)COc2ccccc2C)c1	-1.0%	30.5%	24.5%	0.8%	-1.0%	-18.0%	-11.6%	-4.8%	6.1%	0.6	-0.1%
O=S(=O)(CCCc1ccccc1)c1ncn[nH]1	-4.7%	-0.2%	-0.9%	0.7%	0.2%	3.8%	-8.6%	-2.8%	6.2%	5.3	-0.3%
The results go on:
SMILES	PTAP TSG101 blk	BRCA1 expr up	p53 reactivation	ELG1 genotoxic	B2AR arrestin	a7 integrin act	Eya2 inh	uPA surface inh	S-ASM inh	TRPV1 ag	USP2a block
C[C@@H](NC(=O)c1ncn(Cc2ccccc2)c1C(=O)N[C@H](C)c1ccccc1)c1ccccc1	-4.9%	-9.9%	-6.0%	-8.1%	0.0%	-6.5%	-10.9%	u	1.4%	-1.5	1.8%
CC(=O)NC1=NN(C(C)=O)C(c2ccccn2)S1 (stereo unspecified)	1.3%	1.0%	u	1.1%	-1.0%	-2.8%	0.0%	-4.2%	4.4%	3.0	1.0%
O=C(/C=C/c1cccc([N+](=O)[O-])c1)Nc1cc(C(=O)O)cc(C(=O)O)c1	-1.3%	-4.6%	-3.5%	-9.0%	0.1%	-8.6%	-23.4%	-0.1%	15.6%	1.9	-1.1%
CC(CCc1ccco1)NC(=O)CSc1cc(=O)n(C)c2ccccc12 (stereo unspecified)	-6.5%	-3.0%	1.3%	3.3%	0.2%	8.6%	-2.9%	-1.8%	-0.7%	3.9	-1.4%
Cc1ccc(F)cc1NC(=O)CN1CCN(Cc2ccccc2)CC1	-5.4%	-27.8%	-5.7%	-6.1%	-0.8%	-22.2%	7.8%	-17.6%	5.2%	1.7	3.1%
Cc1ccc2[nH]c(-c3ccccc3)c(CN3CCCC3)c(=O)c2c1	-0.2%	-6.5%	1.4%	4.9%	3.7%	9.9%	-0.2%	6.3%	0.0%	3.3	3.3%
COc1cc(C(=O)OCC(=O)N2CCCC2)cc(OC)c1OC	-4.9%	-3.3%	-0.1%	3.7%	0.1%	-1.1%	3.7%	7.8%	1.9%	-2.4	-6.2%
COc1ccc(CN(C)C(=O)CNC(=O)c2sc3ccccc3c2Cl)c(OC)c1OC	-1.7%	-44.3%	x	x	x	-14.0%	x	-0.2%	9.1%	x	x
C=CCNC(=O)C1CC(=O)N(c2ccc(OCC(=O)Nc3c(C)cccc3C)cc2)C1 (stereo unspecified)	-1.6%	22.4%	2.3%	0.0%	0.0%	-22.3%	-4.1%	-1.1%	-7.2%	0.4	5.2%
Cc1cc2nc(C)n(CCCNC(=O)Nc3ccccc3)c2cc1C	-5.7%	-14.3%	-3.8%	-4.3%	0.2%	-22.0%	9.9%	1.4%	2.2%	2.3	-1.2%
CCOc1ccc2nc(N3CCCN(C(=O)Nc4ccccc4C)CC3)c(C#N)cc2c1	-15.1%	-42.8%	11.5%	-11.9%	-0.1%	-11.5%	-12.0%	-0.9%	165.6%[activator]	-3.0	2.2%
Cc1cc(NC(=O)COC(=O)C2CSC3(C)CCC(=O)N23)ccc1Br (stereo unspecified)	-4.3%	-0.2%	0.0%	-1.3%	-0.1%	2.6%	-20.5%	-2.7%	-1.0%	x	9.3%
